Screening data as filed in PubChem.
KCNQ1 pot = human KCNQ1 channel potentiation or activation | P51787 | CHO-K1 KCNQ1, thallium flux FluxOR fluorescence; hits give high values | B-score at 10 µM | hit rate 0.35% among 310,000;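 active means fluorescence ratio B-score, a plate-corrected score, at least three library SD, with initial intensity B-score within 5 SD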
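Assay system: CHO-K1 cells stably expressing KCNQ1. Medium: assay buffer for compound exposure, DMSO matched across wells. Timing: 37 °C overnight plating, 90-min dark dye load, 20-min compound pretreatment. Signal: kinetic FluxOR fluorescence, 10 s baseline plus 110 s post-stimulus.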
KCNK3 inh = human KCNK3 channel inhibition, primary screen. O14649. B-score at 10 µM. hit rate 0.84% among 340,000. CHO-KCNK3 thallium flux, FluxOR fluorescence; hits give low values. AID 602410;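 active means B-score under library mean minus 4 SD, starting fluorescence ratio at most library mean plus 5 SD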;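 further: more negative B-score means stronger inhibition of thallium flux through KCNK3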
Target sequence (O14649 whole entry, looked up): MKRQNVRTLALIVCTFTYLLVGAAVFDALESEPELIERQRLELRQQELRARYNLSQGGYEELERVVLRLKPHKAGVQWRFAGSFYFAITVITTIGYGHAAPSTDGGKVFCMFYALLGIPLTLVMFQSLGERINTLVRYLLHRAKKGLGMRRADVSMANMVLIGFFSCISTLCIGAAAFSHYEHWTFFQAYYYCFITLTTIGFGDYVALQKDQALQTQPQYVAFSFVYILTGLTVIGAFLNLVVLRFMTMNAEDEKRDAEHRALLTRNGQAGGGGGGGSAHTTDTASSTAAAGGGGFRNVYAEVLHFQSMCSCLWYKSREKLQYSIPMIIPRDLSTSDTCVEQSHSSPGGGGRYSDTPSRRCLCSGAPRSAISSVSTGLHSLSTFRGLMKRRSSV
KCNK9 block = inhibitors of human KCNK9 two-pore domain potassium channel | B-score at 10 µM | AID 488922 | HEK293 KCNK9, FluxOR thallium flux fluorescence; hits give low values | Q9NPC2 | hit rate 1.2% among 310,000;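 active means ratio B-score over 3 SD below the library mean, with starting fluorescence within 5 SD of its mean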;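 further: negative B-score means less thallium flux so channel inhibition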
hERG protect = hERG (human) protection from proarrhythmic block; hit rate 0.51% among 310,000; CHO-hERG, FluxOR thallium flux, dofetilide IC70 present; activation (rescue from dofetilide block), less the hit threshold, % at 10 µM; AID 1511;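 active means activation above the mean of controls blocked by dofetilide plus 5 SD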;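 further: thallium influx through hERG after potassium depolarization seen as dye fluorescence rise; in these data hits start at about 4.7%; inactives centre near -7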
GSK3B inh = inhibitors of human GSK3beta kinase; P49841; GST-GSK3beta kinase, ADP-Glo luminescence, 60 min; hits give low values; activity score (negative = inhibition), % at 10 µM; hit rate 0.038% among 300,000; AID 2097;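 active means more than half of replicate wells score below -50%, meaning over 50% inhibition versus plate controls; inconclusive means some replicates but at most half score below -50%; inactive means no replicate scores below -50%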;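 further: 0% = median DMSO wells and -100% = median GW8510 positive control wells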
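Test system: GST-tagged human GSK3beta kinase, cell-free; evaluation: activity score scaled between in-plate DMSO and GW8510 controls; measured by: ADP-Glo luminescence; incubation: 60 min reaction, RT; benchmarks: DMSO and 20 µM GW8510; reagent: peptide substrate plus 25 µM ATP (final); medium: Tris/MgCl2 kinase buffer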
PolyA inhibitor = inhibitors of polyadenylation in S. cerevisiae; S. cerevisiae SKY197-pL101 polyadenylation reporter, beta-gal luminescence; efflux-impaired pdr1/pdr3 knockout yeast; score 100 = 6 SD above DMSO; hit rate 0.02% among 300,000; calls only at 12 µM;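 active means lowest replicate activity score at least 50, where 100 means six control SD above control mean; inconclusive means lowest score under 50 but half or more replicates reach 50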;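 further: yeast exposed to compound for 9 h at 30 °C; higher score means more reporter readthrough which indicates perturbed polyadenylation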
KCNQ1 inh = human KCNQ1 channel inhibition | P51787 | CHO-K1 KCNQ1, FluxOR thallium flux fluorescence; hits give high values | B-score at 10 µM | hit rate 1.3% among 310,000;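 active means compounds whose thallium flux B-score, printed positive for inhibition, exceeds three library SD while starting fluorescence stays within three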;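 further: channel opened by potassium depolarization with thallium stimulus after 20 min compound exposure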
GSK3 alpha inh = inhibitors of human GSK-3 alpha kinase; P49840; ADP-Glo luminescence, 60 min; hit rate 0.1% among 320,000; inhibition, % at 10 µM;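 in the data active means inhibition above about 50%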;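 further: GST-tagged GSK-3 alpha with peptide substrate and 25 µM ATP; 0% = DMSO neutral wells and 100% = GW8510 positive control wells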
HDAC3 inhib = inhibitors of human histone deacetylase 3; O15379; recombinant HDAC3, fluorogenic peptide/trypsin coupled, fluorescence; inhibition, % at 8.3 µM; hit rate 0.15% among 320,000; in the data active means inhibition above about 26%, passing the limit was not always enough; inconclusive means no clear call, values can overlap the other calls
Target sequence (O15379 whole entry, looked up): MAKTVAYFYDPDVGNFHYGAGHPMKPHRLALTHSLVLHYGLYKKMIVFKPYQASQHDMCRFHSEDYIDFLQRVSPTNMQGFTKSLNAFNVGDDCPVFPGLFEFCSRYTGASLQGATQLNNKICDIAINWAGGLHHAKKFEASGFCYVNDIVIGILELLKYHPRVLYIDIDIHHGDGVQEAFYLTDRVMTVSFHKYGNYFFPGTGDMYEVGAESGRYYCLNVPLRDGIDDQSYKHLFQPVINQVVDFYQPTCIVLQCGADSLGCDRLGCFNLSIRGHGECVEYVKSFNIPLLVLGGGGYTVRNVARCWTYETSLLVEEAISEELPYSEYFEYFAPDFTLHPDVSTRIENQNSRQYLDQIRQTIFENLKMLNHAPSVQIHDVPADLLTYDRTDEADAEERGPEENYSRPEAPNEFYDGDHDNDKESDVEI
DYRK1A inh = inhibitors of rat Dyrk1A kinase. inhibition, % at 12.5 µM. ADP-Glo luminescence, NFATc1 peptide. hit rate 0.43% among 310,000. Q63470; in the data active means inhibition above about 50%;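 further: plate controls were vehicle with enzyme for no effect and no enzyme for full effect; many of its hits are not listed in these tables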
RGS4 act = potentiators or activators of RGS4 | B-score at 10 µM | HEK293 M3R/inducible RGS4, carbachol calcium flux Fluo4; hits give low values | hit rate 0.92% among 310,000;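 active means B-score of the integrated calcium signal more than 4 SD below the library mean, with starting fluorescence not abnormally high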;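 further: negative B-score means reduced calcium response which marks RGS4 activation or potentiation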
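Assay system: HEK293 FlpIn-TREx cells, stable M3R, doxycycline-inducible RGS4 / Probe or stimulus: carbachol, ECmax concentration / Times: overnight RGS4 induction, 30 min dye load 37 °C, 20 min compound RT / Signal: kinetic calcium fluorescence imaging with Fluo4-AM dye, 2 µM / Measure: Agonist-evoked peak-minus-minimum fluorescence over baseline, integrated ratio, B score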
* = called active by the depositor; i = inactive; u = inconclusive; x = not tested or not shown. These rows are one share of the data, so the mix of outcomes need not match the whole.

SMILES	KCNQ1 pot	KCNK3 inh	KCNK9 block	hERG protect	GSK3B inh	PolyA inhibitor	KCNQ1 inh	GSK3 alpha inh	HDAC3 inhib	DYRK1A inh	RGS4 act
COc1ccc(C2CC(c3cccs3)=NN2c2nc(-c3ccccc3)cs2)cc1OC (configuration not stated)	i	i	i	-7	1	i	i	-3	2	-5	i
CC(C)CCNC(=O)CN(Cc1ccccc1)C(=O)CCC(=O)Nc1ccccn1	i	i	i	-6	x	i	i	9	-3	-1	i
CCOC(=O)N/N=C\c1ccc(-c2cccc(C(F)(F)F)c2)o1	i	i	i	-8	-3	i	i	0	8	4	i
CC(=O)NNc1nc(-c2ccccc2)c2cc(Br)ccc2n1	i	i	i	-10	1	i	i	2	8	7	i
N#Cc1cc2cc3c(cc2nc1SCC(=O)OC1CCCCC1)OCO3	i	i	i	-6	0	i	i	0	4	-5	i
Cc1ccc(NC(=S)Nc2ccc(F)cc2)cc1C	i	i	i	-5	-2	i	i	1	7	4	i
Cn1nccc1NC(=O)Nc1ccc(Cl)cc1	i	i	i	-12	3	i	i	5	1	-1	i
O=C(CSc1nnnn1-c1ccccc1)N1CCc2ccccc21	i	i	i	1	0	i	i	0	-3	6	i
CS(=O)(=O)N1N=C(c2ccc3nccnc3c2)CC1c1ccccc1 (configuration not stated)	i	i	i	-4	0	i	i	-3	3	3	i
CN(C(=O)COc1cc(C(F)(F)F)nn1C)c1ccccc1	i	i	i	-5	-3	i	i	-1	-2	-5	i
CC(OC(=O)CCN=C1NS(=O)(=O)c2ccccc21)C(=O)N(C)c1ccccc1 (configuration not stated)	i	i	i	-18	-3	i	i	2	-4	3	i
O=C(Nc1ccc(F)cc1)c1cccc(NC(=O)C2C3CC4OC(=O)C2C4C3)c1 (configuration not stated)	i	i	i	-16	-3	i	i	0	5	-2	i
Cc1cccc(OCCn2nnc3ccccc32)c1C	i	i	i	-4	1	i	i	-1	1	17	i
O=C(CN1CCN(c2ccccc2F)CC1)c1c[nH]c2ccc(F)cc12	i	i	i	-10	-1	i	i	-1	-5	7	i
COc1ccc([C@@H]2[C@@H]3C(=O)N(C(C)(C)C)C(=O)[C@@H]3[C@]3(Cc4ccccc4)C(=O)N(c4ccc(C(F)(F)F)cc4)C(=O)N23)cc1	i	i	i	-6	3	i	i	-6	-3	-1	i
CCCCN1C(=O)c2ccc(C(=O)NCCN3C(=O)S/C(=C\c4cccnc4)C3=O)cc2C1=O	i	i	i	-6	-3	i	i	-2	2	-1	i
[O-]C1=N/[N+](=C/c2ccccc2Cl)CC1	i	i	i	-3	2	i	i	-1	2	-5	i
O=C(CSc1nnc(-c2ccco2)o1)c1ccc(F)c(F)c1	i	i	i	-14	1	i	i	1	9	-1	i
COC(=O)c1cc(-c2ccc(C)cc2)n[nH]1	i	i	i	-9	-2	i	i	1	1	2	i
O=C(O)C1C2CCC(O2)C1C(=O)NCCC1=CCCCC1 (configuration not stated)	i	i	i	-3	2	i	i	2	0	19	i
Cc1ccc(S(=O)(=O)N(C)C)cc1NC(=O)CSc1nc2ccccc2c(=O)n1CC1CCCO1 (configuration not stated)	i	i	i	-14	-2	i	i	-1	-2	-7	i
C=C(Br)Cn1cnc2ccccc21	i	i	i	-15	-2	i	i	-2	-3	6	i
O=C(NCc1ccncc1)c1ccc(N2CCCC2)c([N+](=O)[O-])c1	i	i	i	-7	-1	i	i	2	5	-1	i
Cc1ccsc1C(=O)c1sccc1C	i	i	i	-10	1	i	i	-1	3	-7	i
CCOC(=O)c1ccc(N(CC(=O)NCC2CCCO2)C(=O)CCC(=O)Nc2cc(C)on2)cc1 (configuration not stated)	i	i	i	-4	0	i	i	-2	-4	-4	i
CC1CC(OC(=O)C(O)c2ccccc2)CC(C)(C)N1C (configuration not stated)	i	i	i	-3	2	i	i	-4	0	6	-10*
O=C(OCC(=O)N1CCN(c2ccccc2)CC1)c1ncc(Cl)c(Cl)c1Cl	i	i	i	-15	11	i	i	0	5	13	i
O=C(O)c1ccc(Cl)c(S(=O)(=O)N(Cc2ccccc2)c2ccc(Cl)cc2)c1	i	i	i	-16	3	i	i	-5	1	-3	i
CCCC(CCC)C(=O)Nc1c[nH]c(=O)[nH]c1=O	i	i	i	-8	-1	i	i	-1	1	-3	i
Nc1cc(N)nc(SCc2ccc(Cl)cc2)n1	i	i	i	-8	2	i	i	-1	-2	5	i
O=c1c2ccccc2nc2n1C1(CCCCC1)Cc1ccccc1-2	i	i	i	0	-2	i	i	2	3	-1	i
O=C(Nc1cccc(S(=O)(=O)Nc2ccccc2Cl)c1)c1ccc(Cl)nc1	i	i	i	-4	-5	i	i	3	5	-1	i
Cc1[nH]nc2nc3c(c(OC(=O)c4ccccc4)c12)c(=O)n(C)c(=O)n3C	i	x	i	-13	0	i	i	-1	7	x	i
O=C(Nc1nccs1)c1ccc([N+](=O)[O-])cc1Cl	i	i	i	-13	-3	i	i	1	15	-3	i
O=C1c2ccc([N+](=O)[O-])cc2C(=O)N1CNc1ccccn1	i	i	i	-5	2	i	i	3	u	-3	i
CCOc1ccc(N(C)S(=O)(=O)c2cc(-c3cc(C)no3)ccc2C)cc1	i	i	i	-5	0	i	i	3	3	0	i
CN(C)S(=O)(=O)c1cccc(NC(=O)c2cc3c(cc2Cl)N2CCCCCC2=NS3(=O)=O)c1	i	i	i	-13	0	i	i	0	0	-4	i
COc1ccc(Cc2nnc(SCC(=O)N3CCc4ccccc4C3)o2)cc1	i	i	i	-9	-3	i	i	-2	-1	3	i
O=C(COc1ccc(F)c(Cl)c1)c1ccc[nH]1	i	i	i	-2	1	i	i	-4	4	-6	i
CC(C)C1N=C2c3ccccc3N=C(SCC(=O)c3ccc(O)c(O)c3)N2C1=O (configuration not stated)	i	i	i	-18	-3	i	i	5	4	16	i
Cn1c(=O)c2cc(S(=O)(=O)NCCC(=O)Nc3ccc(F)cc3F)ccc2n(C)c1=O	i	i	i	-3	-11	i	i	2	-2	-6	i
c1cncc(CNCc2ccco2)c1	i	i	i	-5	-3	i	i	-2	-2	-7	i
O=C(Nc1ccc(NC(=O)C2CCCCC2)nc1)c1cccs1	i	i	i	-11	-1	i	i	-3	-5	-3	i
COc1ccc(C2CCCN2C(=S)Nc2cccc(Cl)c2)cc1OC (configuration not stated)	i	i	i	-12	-2	i	i	x	2	-2	i
CCOC(=O)CN(C(=O)CSc1nnc(COc2ccc(OC)cc2)n1CC)c1ccccc1	i	i	i	-8	2	i	i	-3	5	-2	i
CC(C)N1CN(c2ccccc2)C(=S)N(c2ccccc2)C1	i	i	i	-9	-3	i	i	-5	2	-6	i
Cc1ccc(-c2n[nH]c3c2CCC3)cc1	i	i	i	-10	-2	i	i	-22	2	1	i
Cc1ccc(NC(=O)CSc2nc3ccccc3nc2N2CCOCC2)cc1	i	i	i	-6	4	i	i	0	4	6	i
CCC(=O)N1CCc2cc(S(=O)(=O)N3CCCC3)ccc21	i	i	i	-6	-1	i	i	0	u	-6	i
CC1CCCC(C)N1CCCNC(=O)CCn1c(=O)c2cccn2c2cccnc21 (configuration not stated)	i	i	i	-9	1	i	i	0	-2	-1	i
Later entries.
SMILES	KCNQ1 pot	KCNK3 inh	KCNK9 block	hERG protect	GSK3B inh	PolyA inhibitor	KCNQ1 inh	GSK3 alpha inh	HDAC3 inhib	DYRK1A inh	RGS4 act
COc1ccc(CCNC(=O)c2ccc3nc(N4CCCCC4)sc3c2)cc1OC	i	i	i	-3	3	i	i	-2	1	4	i
CCCNC(=O)C1=C(C)C(=O)OC12CCC(C)CC2 (configuration not stated)	i	i	i	-10	1	i	i	2	x	10	i
O=C1CCc2cc(S(=O)(=O)NC(C(=O)N3CCN(c4ccccn4)CC3)c3ccccc3)ccc2N1 (configuration not stated)	i	i	i	-8	0	i	i	-1	0	-1	i
CC(C)NC1=C(Cl)C(=O)c2ccccc2C1=O	i	i	i	4.9*	-2	i	i	-1	11	1	i
CCCCN(CCCC)S(=O)(=O)c1c(C)[nH]c(=O)[nH]c1=O	i	i	i	-7	-3	i	i	0	-1	-1	i
NC(=O)CSc1ncc(-c2ccccc2)[nH]1	i	i	i	-3	3	i	i	-2	1	6	i
O=C(c1ccc(Cl)cc1)N1CCN(c2ccc([N+](=O)[O-])c(NCc3cccnc3)c2)CC1	i	i	i	-4	-3	i	i	-1	7	1	i
CCOC(=O)c1c(CN2CCOCC2)n(-c2ccccc2)c2cc(Br)c(O)c(CN(C)C)c12	i	i	i	-10	-6	i	i	-4	0	6	i
CN(C)NC(=S)Nc1ccc2nc(-c3ccccn3)c(-c3ccccn3)nc2c1	i	i	i	-12	4	i	i	-6	4	9	i
Cc1nc(SCc2ccc(O)c([N+](=O)[O-])c2)n[nH]1	i	i	i	-14	3	i	i	2	7	-8	i
CCCNC(=O)c1[nH]c(C)c(C(C)=O)c1C	i	i	i	-8	-1	i	i	-1	-1	-3	i
NC(=S)N/N=C/c1ccc(/C=N/NC(N)=S)cc1	i	i	i	-6	-19	i	i	2	0	7	i
COc1ccccc1NC(=O)C(=O)c1cn(CC(=O)N2CCOCC2)c2ccccc12	i	i	i	-10	-1	i	i	0	-1	-6	i
CC(C)Sc1n[nH]c(=O)n1-c1cccc(C(F)(F)F)c1	i	i	i	-9	-2	i	i	1	0	-7	i
